# Screening data as filed in PubChem.
# Casp6 inh: human caspase-6 inhibitors, primary screen, biochemical, VEID-R110 fluorescence, single point, set 2; purified caspase-6, Z-VEID-R110 cleavage fluorescence; inhibition, % at 12.5 µM; 350,000 tested, 0.53% active; AID 686996, 2013;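 active = mean inhibition across replicates at least about 35%, with every replicate also reaching that limit, limit read from the data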;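 also: 0% = median of neutral control wells and 100% = no fluorescence left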
# Target sequence (P55212 24-179 limits assumed): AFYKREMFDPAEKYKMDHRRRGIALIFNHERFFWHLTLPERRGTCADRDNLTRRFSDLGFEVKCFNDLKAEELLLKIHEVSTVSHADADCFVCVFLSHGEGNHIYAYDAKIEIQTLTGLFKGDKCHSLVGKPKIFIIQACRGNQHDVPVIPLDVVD
# Target sequence (P55212 194-293 limits assumed): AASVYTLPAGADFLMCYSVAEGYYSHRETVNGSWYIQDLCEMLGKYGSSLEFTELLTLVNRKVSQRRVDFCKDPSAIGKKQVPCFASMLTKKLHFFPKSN
# esBAF inh: Bmi1 luciferase reporter increase in mESCs, primary screen, esBAF inhibitor project, mouse ES cells, Bmi1 luciferase knock-in, single point. 24 h; 100% = twice the neutral-well signal. reporter increase, % at 12.5 µM. 350,000 tested, 2% active; in the data active = activation above about 40%;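 also: 0% = median of the plate's neutral control wells and 100% = double that signal; a rise in the Bmi1 reporter signal indicates esBAF inhibition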
# LGR2 antag: inhibitors of bursicon-induced LGR2 CRE-luciferase signal, primary screen, cell-based, HEK293, CRE-luciferase reporter, bursicon stimulation | Drosophila bursicon receptor LGR2 (rickets) | bursicon-stimulated, 4 h | inhibition, % at 9.99 µM | 380,000 tested, 0.35% active;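 active = drop in luminescence signal, shown as inhibition above about 50% in the replicate tests, limit read from the data, passing the limit was not always enough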;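 also: agonist challenge used bursicon conditioned medium at about half maximal strength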
# FN deposit inh: inhibitors of fibronectin matrix deposition, primary screen, AH1F cells, Alexa488-fibronectin fluorescence, plate reader | AH1F fibroblasts, overnight | 350,000 tested, 0.086% active | inhibition, % at 12.6 µM | AID 743247, 2014;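 active = mean inhibition across replicates of 30% or more, regardless of how many single replicates reach that level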;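 also: positive control wells lacked labelled fibronectin entirely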
#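 material = AH1F fibroblast monolayer depositing Alexa488-labelled fibronectin into matrix | amount = 10000 AH1F cells/well | buffer or medium = DMEM plus 2% serum, read in PBS | incubation = 1 h cell adhesion before compound, then overnight fibronectin incubation | detection = fluorescence at 485 nm excitation, 525 nm emission | evaluation = percent inhibition as loss of matrix-bound fibronectin fluorescence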
# C2C12 statin: suppressors of statin myotoxicity in C2C12 myotubes, primary screen, cell-based, single point, plate reader; rescue of ATP level, % at 7.49 µM; C2C12 myotubes + simvastatin, ATP luminescence, 48 h; scaled: DMSO 0, geranylgeraniol control 100; 330,000 tested, 0.78% active;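 active = mean ATP rescue above about 67%, or every replicate alone reaching that limit, limit read from the data, passing the limit was not always enough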;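 also: myotubes were challenged with 10 µM simvastatin during compound exposure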
# S100A4 MyoIIA: inhibitors of S100A4-myosin IIA peptide binding, primary screen, biochemical, fluorescence polarization, TAMRA-MyoIIA peptide; inhibition, % at 10.7 µM; 360,000 tested, 0.14% active;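 active = mean inhibition of at least 70% across replicates, with every replicate also reaching that level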
# Target sequence (P26447 whole entry, looked up): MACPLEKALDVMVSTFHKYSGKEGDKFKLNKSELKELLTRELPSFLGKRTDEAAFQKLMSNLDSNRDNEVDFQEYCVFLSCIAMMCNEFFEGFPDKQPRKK
#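 Test system: S100A4 monomer protein; Medium: HEPES pH 7.2 with CaCl2, KCl, NaCl, DTT, Triton; Probe or stimulus: TAMRA-labelled myosin IIA heavy-chain peptide probe, 5 nM; Doses: one dose per compound; Times: polarization read 5 min after assay mix addition, stable 5–60 min; Benchmarks: neutral control DMSO, positive control TFP.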
# SIRT5 block: SIRT5 desuccinylase inhibitors, primary screen, biochemical, fluorescence imaging, single point, set 5; NAD-dependent protein deacylase sirtuin-5, mitochondrial (Homo sapiens), Q9NXA8; Purified SirT5, succinyl-peptide AMC, trypsin-coupled fluorescence; inhibition, % at 15 µM; 330,000 tested, 1.1% active; AID 652115, 2013; in the data active = inhibition above about 15%
# Target sequence (Q9NXA8 whole entry, looked up): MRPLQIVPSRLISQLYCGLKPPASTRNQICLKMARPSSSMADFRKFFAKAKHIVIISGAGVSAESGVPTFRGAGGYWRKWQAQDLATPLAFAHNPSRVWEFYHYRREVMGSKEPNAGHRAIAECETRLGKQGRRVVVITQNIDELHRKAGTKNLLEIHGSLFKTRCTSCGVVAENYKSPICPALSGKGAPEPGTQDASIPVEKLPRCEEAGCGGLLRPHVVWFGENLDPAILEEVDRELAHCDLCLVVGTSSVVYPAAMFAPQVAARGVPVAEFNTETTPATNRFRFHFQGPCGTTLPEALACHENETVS
# * hit, by the source's call; . = no result given. An excerpt. The share of hits here may be higher or lower than overall.
SMILES,Casp6 inh,esBAF inh,LGR2 antag,FN deposit inh,C2C12 statin,S100A4 MyoIIA,SIRT5 block
COc1ccc(CN2CCC(N(CCc3ccccc3)Cc3ccccc3)CC2)c(OC)c1,-1,-4,31,9,-38,5,-6
CCc1cccc(C)c1NC(=O)C1CC=CCC1C(=O)O (stereo not given),28,-5,16,0,2,0,7
CCOc1ccc(NS(=O)(=O)c2cccs2)cc1S(=O)(=O)N1CCCC1,3,-7,10,0,0,-2,.
COc1ccc(S(=O)(=O)N2CCN(Cc3cccnc3)CC2)cc1,3,-4,-8,-9,2,-4,0
CC(Oc1ccccc1F)C(=O)NNC(=O)CCNC(=O)c1ccccc1Cl (stereo not given),2,5,-9,-1,3,-1,-4
Cc1cccc(NC(=S)NCCc2ccc(Cl)cc2)c1C,-3,-3,10,12,14,-1,1
CC(=O)N(C)c1ccc(N2CCOCC2)c2c1C(=O)c1ccccc1C2=O,0,.,15,-5,.,3,0
CC(C)(C(N)=O)c1ccccc1,2,.,0,-8,.,6,-1
CCOc1ccc(OCCn2nnc3ccccc3c2=O)cc1,-3,.,.,4,.,-3,-5
OC1(C#Cc2c(-c3ccsc3)sc3ccccc23)CCCCC1,-1,.,-29,4,.,-23,.
Cc1ccc(C)c(-n2ccnc2SCC(=O)O)c1,.,-8,0,.,2,.,.
COc1ccnc2c1c(=O)n(Cc1ccc(Cl)cc1)c(=O)n2C,0,5,4,-8,6,-5,0
CC(C)NC(=O)Nc1ccc2c(c1)C(=O)N([C@@H](C)CO)C[C@H](C)[C@H](CN(C)C(=O)CCC(F)(F)F)OCCCC[C@H](C)O2,1,.,2,1,.,2,3
CCCCCCCN1CCN=C1Nc1ccccc1,-3,-2,0,-4,-5,-10,-2
O=[N+]([O-])c1ccc2ncnc(Nc3ccc4c(c3)OCCO4)c2c1,-3,.,6,17,.,2,0
COc1ccc(CN(C)C[C@H]2Oc3ccc(NC(=O)Nc4ccc(C(F)(F)F)cc4)cc3CC(=O)N([C@@H](C)CO)C[C@H]2C)cc1,2,-4,2,.,-117,14,0
CC(=O)N1N=C(c2c(-c3ccccc3)c3cc(Br)ccc3[nH]c2=O)CC1c1ccco1 (stereo not given),9,0,10,2,23,-17,-11
CCOC(=O)c1sc2nc(CSc3ccccc3)nc(NCCN(C)C)c2c1C,-3,1,-4,6,7,-6,0
Cc1ccc(SCC(=O)O/N=C(\N)c2ccncc2)cc1,-1,.,0,-7,.,3,1
COc1c(/C=N/Nc2nc(N3CCCCC3)nc(N3CCCCC3)n2)cccc1[N+](=O)[O-],.,-5,.,3,-20,.,.
CC(=O)Nc1ncc(Cc2cccc(Cl)c2Cl)s1,-1,-4,-17,-2,5,-6,-2
C/C=C/c1cnc2c(c1)C(=O)N([C@@H](C)CO)C[C@H](C)[C@H](CN(C)Cc1ccc(F)cc1)O2,1,3,5,.,14,-9,3
c1ccc(Cn2nnnc2CN2CCOCC2)cc1,.,1,.,5,12,.,.
Cc1ccc(NC(=O)CN2C(=O)S/C(=C\c3cccn3C)C2=O)cc1,-2,2,2,.,-15,1,-2
O=C(Nc1nc2ccccc2s1)C1CC(=O)N(c2ccc(Cl)cc2)C1 (stereo not given),.,-6,-3,.,19,.,.
O=C(Nc1ccc2c(c1)OCCO2)C(CCc1ccccc1)N1CCC(Cc2ccccc2)CC1 (stereo not given),-4,10,-10,-1,2,-25,-2
N#C/C(C(=O)Nc1ccc(Cl)cc1)=C(/S)Nc1ccccc1,-4,10,-4,1,-18,6,0
Cc1n[nH]c(C)c1S(=O)(=O)N1CCCC(C(=O)NCc2cccs2)C1 (stereo not given),.,-1,.,8,3,.,.
C=CCOC(=O)C1=C[C@@H](c2ccc(Br)cc2)C[C@@H](OCCCCO)O1,8,16,-15,-8,7,-4,.
C(/C=C/c1ccccn1)=C\c1ccccc1,-4,.,76*,-2,.,4,5
O=C(O)c1cccc(N2C(=O)C=CC2=O)c1,33,.,22,3,.,4,0
O=C(c1ccccc1)c1ccccc1N/C=C/c1nnnn1-c1ccccc1,.,1,.,0,-38,.,.
COC(C(=O)Nc1ccc(Cl)cc1C)c1ccccc1 (stereo not given),3,.,-16,-1,.,-4,-1
Cc1ccccc1C(=O)OC1CCN(C)CC1,-1,3,4,-3,14,-2,-6
CCCC(=O)C1=C(O)C(C(=O)OC)C(C)(C)CC1=Nc1ccc(N)cc1 (stereo not given),.,0,.,2,3,.,.
O=C(c1cc2ccccc2o1)n1nnc2ccccc21,.,-2,13,.,0,.,.
CCCn1c(=O)c(C(=O)N/N=C/c2ccc(F)cc2)c(O)c2ccccc21,-3,.,9,-4,.,-5,-1
C[C@H](CO)N1C[C@H](C)[C@H](CN(C)Cc2ccc(Cl)c(Cl)c2)Oc2c(NC(=O)c3nc4ccccc4s3)cccc2C1=O,-1,0,-10,.,.,7,1
COc1cc(/C=C2/SC(=S)N(CCC(=O)Nc3ccc(C(=O)O)cc3)C2=O)cc(OC)c1OC,6,-8,13,1,-2,0,.
CCOCCCNC(=O)c1ccc(N2CC3CC(C2)c2cccc(=O)n2C3)c(NC(=O)Nc2cccc(OC)c2)c1 (stereo not given),0,2,-9,-3,0,4,-4

# Marked active in LGR2 antag, of those listed so far:
mol | Casp6 inh | esBAF inh | LGR2 antag | S100A4 MyoIIA | SIRT5 block
C(/C=C/c1ccccn1)=C\c1ccccc1 | -4 | . | 76* | 4 | 5

# Next section:
SMILES,Casp6 inh,esBAF inh,LGR2 antag,FN deposit inh,C2C12 statin,S100A4 MyoIIA,SIRT5 block
O=C(NCCN1C(=O)S/C(=C\c2ccccc2Cl)C1=O)C1=COCCO1,-1,.,-4,1,10,-4,-2
CCC(=O)N1CC2(CCN(C(=O)Nc3ccc(F)cc3)CC2)c2c([nH]c3cc(OC)ccc23)[C@H]1CO,1,.,-3,.,.,-18,-2
CCCC#Cc1cnc2c(c1)C(=O)N([C@@H](C)CO)C[C@H](C)[C@@H](CN(C)C(=O)C1CCCCC1)O2,.,-5,17,.,11,.,.
FC(F)(F)c1cccc(NC(=S)NNC(=S)NCc2ccccc2)c1,.,-2,.,-10,-13,.,.
COc1ccc2c3c([nH]c2c1)[C@H](CO)N(C(=O)C1CCOCC1)CC31CCN(Cc2nccs2)CC1,1,.,13,-11,.,1,-6
C[C@@H]1CN([C@@H](C)CO)C(=O)c2cccc(NC(=O)NC3CCCCC3)c2O[C@@H]1CN(C)C(=O)Nc1ccc(C(F)(F)F)cc1,6,2,14,-4,-32,3,-2
O=C(O)c1ccccc1C(=O)Nc1ccc(S(=O)(=O)Nc2nccs2)cc1,12,9,.,-9,21,-3,1
C[C@@H]1CN([C@@H](C)CO)C(=O)CCCn2cc(nn2)CO[C@@H]1CN(C)Cc1cccc(C(=O)O)c1,-2,-2,12,-8,-12,8,-2
O=C1c2ccccc2S(=O)(=O)N1CC(O)COc1ccc(Br)cc1 (stereo not given),.,-5,.,1,-3,.,.
N#Cc1ccc(CSCC(=O)O)cc1,-2,6,-10,.,-4,2,-6
c1cncc(CSc2nnc3ccc(-c4ccncc4)nn23)c1,-1,1,0,8,-1,1,-1
COc1ccc(N(CC(=O)NCCc2ccccc2)C(=O)CCC(=O)Nc2ccccn2)cc1,0,-2,15,-4,56,-7,-3
[N-]=[N+]=NC[C@H](Cc1ccccc1)N1CCN(Cc2ccccc2)CCC1=O,2,-10,.,0,10,-13,.
Cc1ccc(SCc2nc3ncccn3c2Br)cc1,-1,.,.,5,.,-5,2
O=S(=O)(c1cccc(NC(=S)N2CCN(c3ccc(F)cc3)CC2)c1)C(F)F,6,.,12,-4,.,-22,30*
CCOC(=O)c1c(NC(=O)C2C3C=CC(CC3)C2C(=O)O)sc(C)c1CC (stereo not given),1,2,.,8,7,0,-2
COc1ccc(NC(=O)N(C)C[C@@H]2OCCCC[C@@H](C)Oc3ccc(NC(=O)Nc4ccccc4)cc3C(=O)N([C@@H](C)CO)C[C@@H]2C)cc1,3,5,1,-9,.,-38,-1
CC(=O)c1ccc(NC(=O)C2CCN(S(=O)(=O)c3cccc4cccnc34)CC2)cc1,-1,4,-6,-2,-8,-4,.
COc1ccc(NC(=O)N[C@@H]2CC[C@H](CC(=O)NC3CCC3)O[C@H]2CO)cc1,0,-1,-4,.,-6,5,1
CC[C@]12c3[nH]c4ccc(Cl)cc4c3CCN1C(=O)[C@@H](CC(=O)NCCCN(C)C)C[C@@H]2C(=O)N1CCN(C(=O)c2ccco2)CC1,-47,-14,11,5,0,-1,0
CC(C)Cn1c(-c2ccc(Br)cc2)c[nH]c1=S,0,.,15,-15,.,0,0
COc1cccc(NC(=O)N(C)C[C@@H]2Oc3cc(/C=C/c4ccccc4)ccc3S(=O)(=O)N([C@H](C)CO)C[C@H]2C)c1,3,3,0,1,-69,-3,-1
Cc1cccc(NC(=O)COC(=O)c2ccc(S(=O)(=O)N3CCCCCC3)cc2)c1,-20,.,-8,1,8,2,-1
COc1ccc(NC(=O)c2ccc(COc3ccc(C)cc3)o2)cc1,-3,32,-61,5,5,-3,2
COC(=O)c1ccccc1NC(=O)CN(C1CCCCC1)S(C)(=O)=O,.,-1,.,9,-9,.,.
CCOc1ccccc1N1Cc2ccccc2C1,.,-4,.,-4,-2,.,.
CN1c2ccc(-c3ccccc3F)cc2[C@@H]2[C@@H](CCN2S(=O)(=O)c2ccccc2)[C@H]1CO,2,2,-5,3,20,-2,6

# Structural class, those above containing a COOH group
SMILES,Casp6 inh,esBAF inh,LGR2 antag,FN deposit inh,C2C12 statin,S100A4 MyoIIA,SIRT5 block
CCc1cccc(C)c1NC(=O)C1CC=CCC1C(=O)O (stereo not given),28,-5,16,0,2,0,7
Cc1ccc(C)c(-n2ccnc2SCC(=O)O)c1,.,-8,0,.,2,.,.
O=C(O)c1cccc(N2C(=O)C=CC2=O)c1,33,.,22,3,.,4,0
COc1cc(/C=C2/SC(=S)N(CCC(=O)Nc3ccc(C(=O)O)cc3)C2=O)cc(OC)c1OC,6,-8,13,1,-2,0,.
O=C(O)c1ccccc1C(=O)Nc1ccc(S(=O)(=O)Nc2nccs2)cc1,12,9,.,-9,21,-3,1
C[C@@H]1CN([C@@H](C)CO)C(=O)CCCn2cc(nn2)CO[C@@H]1CN(C)Cc1cccc(C(=O)O)c1,-2,-2,12,-8,-12,8,-2
N#Cc1ccc(CSCC(=O)O)cc1,-2,6,-10,.,-4,2,-6
CCOC(=O)c1c(NC(=O)C2C3C=CC(CC3)C2C(=O)O)sc(C)c1CC (stereo not given),1,2,.,8,7,0,-2
